High-throughput results (PubChem)
Hck-Nef inh: inhibitors of human Hck kinase activated by Nef | 0.68% of 220,000 active | Recombinant Hck-YEEI plus Nef, Z-Lyte FRET kinase assay | P08631 | inhibition, % at 20 µM;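 active = Hck-Nef kinase inhibition above about 50%, limit read from the data; inactive = inhibition below that limit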;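 note: 0% = DMSO with Hck plus Nef and 100% = Hck alone without Nef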
Target sequence (P08631 whole entry, looked up): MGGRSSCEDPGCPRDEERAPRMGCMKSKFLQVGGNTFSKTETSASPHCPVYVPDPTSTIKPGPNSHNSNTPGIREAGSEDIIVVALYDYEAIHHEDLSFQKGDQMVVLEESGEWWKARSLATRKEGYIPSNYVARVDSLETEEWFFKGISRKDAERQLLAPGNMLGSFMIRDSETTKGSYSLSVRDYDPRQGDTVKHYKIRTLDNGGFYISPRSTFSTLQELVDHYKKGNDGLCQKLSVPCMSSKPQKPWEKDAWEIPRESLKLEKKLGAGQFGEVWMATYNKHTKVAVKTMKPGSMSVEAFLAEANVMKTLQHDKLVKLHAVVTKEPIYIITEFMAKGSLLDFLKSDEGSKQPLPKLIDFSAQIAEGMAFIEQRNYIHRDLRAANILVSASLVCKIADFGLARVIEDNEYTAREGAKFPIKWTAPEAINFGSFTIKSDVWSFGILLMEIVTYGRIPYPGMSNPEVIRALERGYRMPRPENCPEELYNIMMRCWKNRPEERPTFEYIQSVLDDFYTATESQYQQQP
MDM2 E3 inh: inhibitors of human Mdm2 E3 ubiquitin ligase; Q00987; cell-based MDM2 ubiquitination luciferase reporter, 2 h; 0 = plate control, 100 = twice control, blank-subtracted; signal enhancement, % at 5 µM; 0.11% of 210,000 active; AID 1230;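 active = signal enhancement of 30% or more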;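 note: luminescence tracks abundance of the self-degrading MDM2-luciferase fusion protein; higher signal means inhibition of MDM2 E3 ligase activity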
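Assay system: stable mammalian line carrying autodegrading MDM2–luciferase fusion reporter; amount: 2000 cells seeded into each well; buffer or medium: DMEM; benchmarks: plate control and blank wells; signal: luciferase luminescence; timing: 2 h compound exposure at 37 °C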
NCF1 inh: blocks human p47phox regulatory protein of NADPH oxidases. 0.53% of 220,000 active. p47phox/p22phox peptide binding, fluorescence polarization, 2 h. inhibition, % at 24.7 µM;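 active = inhibition above about 30%, limit read from the data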;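 note: 0% = p47phox with labelled peptide and 100% = labelled peptide alone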
zVAD death inh: L929 zVAD cell death inhibition; AID 1377; 0.38% of 220,000 active; L929 zVAD necroptosis rescue, ATP luminescence, 24 h; with zVAD 60 µM; viability rescue, % at 10 µM;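 active = activation, scaled between plate controls, above about 75%, limit read from the data; inactive = activation under that limit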;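 note: 0% = zVAD with DMSO and 100% = DMSO alone without zVAD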
EBV gp42 block: blocks Epstein-Barr virus glycoprotein 42 binding; Q1HVG2; Fluorescence polarization binding assay, mP read-out; inhibition, % (tested at 21.74 µM); 0.42% of 220,000 active; AID 1085; in the data active = inhibition above about 50%
Target sequence (Q1HVG2 whole entry, looked up): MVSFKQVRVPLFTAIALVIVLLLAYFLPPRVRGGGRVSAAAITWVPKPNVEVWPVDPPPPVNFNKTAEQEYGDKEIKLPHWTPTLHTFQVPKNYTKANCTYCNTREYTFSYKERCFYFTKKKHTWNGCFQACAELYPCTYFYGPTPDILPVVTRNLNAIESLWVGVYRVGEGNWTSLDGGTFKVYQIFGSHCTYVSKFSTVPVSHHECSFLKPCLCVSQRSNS
14-3-3 Bad inh: disrupts binding of bovine 14-3-3 zeta to phospho-Bad peptide; AID 781; TR-FRET 14-3-3zeta/Dy647-pBad peptide displacement, 1 h; 0.71% of 220,000 active; inhibition, % at 21.7 µM; P63103;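 active = inhibition above about 70%, limit read from the data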;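 note: 0% = full 14-3-3 plus peptide FRET controls and 100% = background without 14-3-3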
Target sequence (P63103 whole entry, looked up): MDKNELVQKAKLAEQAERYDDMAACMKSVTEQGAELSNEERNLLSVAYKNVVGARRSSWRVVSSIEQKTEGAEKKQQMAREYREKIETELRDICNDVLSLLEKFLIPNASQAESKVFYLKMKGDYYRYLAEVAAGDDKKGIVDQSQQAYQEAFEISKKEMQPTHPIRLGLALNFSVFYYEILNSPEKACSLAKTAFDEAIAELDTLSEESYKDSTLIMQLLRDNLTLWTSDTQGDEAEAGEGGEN
Runt-CBFb FRET: blocks binding of human RUNX1 Runt domain to CBFb; 0.46% of 220,000 active; Q01196+Q13951; inhibition, % at 20 µM; Cerulean-Runt/Venus-CBFb FRET ratio 530/480, 1 h;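 active = inhibition over about 50% at 20 µM in the single-dose screen, limit read from the data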;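 note: 0% = DMSO wells and 100% = excess unlabeled CBFb competitor control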
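Measured by: fluorescence energy transfer, 422 nm excitation, 530/480 nm emission; test system: Cerulean-tagged RUNX1 Runt domain (FRET donor) fusion protein; buffer or medium: Tris pH 7.5 buffer with BSA; compound: one dose, 20 µM compound, 1% DMSO; times: two 1 h room-temperature incubations shielded from light; benchmarks: unlabeled CBFb 5 µM, positive control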
Tb hexokinase: T. brucei hexokinase 1 inhibition. recombinant TbHK1, G6PDH-coupled NADH A340. inhibition, % at 10 µM. 0.11% of 220,000 active. AID 1430;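 active = inhibition of 50% or more in the single-dose primary screen; inactive = inhibition below 50%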
Runt-SMMHC FRET: blocks binding of human RUNX1 Runt domain to CBFb-SMMHC. Q01196+Q13951. Cerulean-Runt/Venus-CBFb-SMMHC FRET ratio 530/480, 1 h. inhibition, % at 20 µM. 0.74% of 220,000 active. AID 1434;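 active = mean inhibition across duplicate retests at 20 µM reaching about 50%, limit read from the data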;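 note: 0% = DMSO wells and 100% = wells with excess untagged CBFb-SMMHC; inhibitors lower the FRET ratio by blocking Runt binding to CBFb-SMMHC; some results filed as inactive read as strong as hits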
The depositor's hits bear a star; nt = not tested or not shown; [ ] = remark or other dose.

Compound	Hck-Nef inh	MDM2 E3 inh	Runt-SMMHC FRET	EBV gp42 block	NCF1 inh	14-3-3 Bad inh	Tb hexokinase	zVAD death inh	Runt-CBFb FRET
COc1ccc(/C=N/NC(=O)CNC(=O)c2ccc3c(c2)OCCO3)cc1OC	1.5	-1.6	3.8	-4.0	3.4	-18.0	20.1	0.8	4.7
O=[N+]([O-])c1ccc(CN2CCCCCC2)s1	3.0	-17.9	1.8	0.9	-6.9	23.4[fluorescence artefact?]	-31.2	1.6	0.2
CCSc1ncnc2sc3c(c12)CCC3	-1.0	-11.1	-2.5	-17.0	-4.2	-9.1	1.9	0.1	16.8
CSCC[C@H](NC(=O)Nc1cccc(Br)c1)C(=O)O	16.2	-9.4	2.8	-14.9	-13.4	-1.3	-3.0	1.3	-1.7
Nc1nc2ccc(S(=O)(=O)c3ccc4nc(N)sc4c3)cc2s1	1.6	-1.8	1.6	-8.2	-15.1	7.9	-5.2	0.1	-0.1
COc1ccc(S(=O)(=O)N(CC(=O)Nc2cc(C)on2)Cc2ccccc2)cc1	-1.0	-4.2	-3.7	-3.9	-14.3	-1.7	1.3	-0.1	0.8
CC1CC(C)(C)NC(=S)N1CCC(=O)N1CCc2ccccc2C1 (centres undefined)	1.3	-5.2	83.7	-7.6	-1.9	-5.5	-6.0	0.5	4.4
COC(=O)c1cccc(C(=O)Nc2ccc(F)cc2)n1	0.3	-15.7	4.8	-6.7	-10.1	-0.4	4.4	1.1	nt
CC(CC(=O)NCc1cccnc1)c1ccccc1 (centres undefined)	3.8	-3.1	-7.2	-13.2	-1.6	10.5	2.1	nt	1.8
COc1ccccc1/C=C\C=N\NC(=O)c1ccco1	-11.0	4.4	-0.4	-19.6	2.5	2.2	-38.3	5.0	-0.4
COc1cc(OC)c(C2=NOC(C(=O)Nc3ccc4c(c3)OCO4)C2)cc1Cl (centres undefined)	25.1	-10.9	-0.1	4.7	-2.4	-8.3	-1.6	2.3	0.2
Cc1cccc(N2C(=O)C3C(c4ccccc4)OC4(C(=O)c5ccccc5C4=O)C3C2=O)c1 (centres undefined)	0.7	-16.5	-6.9	-8.2	-2.8	-5.2	-4.6	1.6	115.1*

New compounds follow:
Compound	Hck-Nef inh	MDM2 E3 inh	Runt-SMMHC FRET	EBV gp42 block	NCF1 inh	14-3-3 Bad inh	Tb hexokinase	zVAD death inh	Runt-CBFb FRET
COc1ccccc1CN(C(=O)Cc1cccs1)C(C(=O)NC1CCCC1)c1ccncc1 (centres undefined)	2.5	-8.4	-4.4	-4.6	-12.2	2.7[fluorescence artefact?]	0.7	-0.7	-0.2
COc1ccc(/C=C/C(=O)Nc2ccc(C)cc2)cc1S(=O)(=O)N1CCOCC1	24.2	nt	-0.1	-14.9	-18.3	5.8	-33.5	2.9	-1.3
Cn1c(SCc2ccc([N+](=O)[O-])cc2)nc2c(c1=O)SCC2	22.8	-8.5	-5.4	-6.7	-11.1	-7.2	-8.3	-0.9	1.2
COc1ccc(CN2C(=O)c3ccccc3C2C(=O)NC2CCCCCC2)c(OC)c1 (centres undefined)	16.3	-18.1	1.0	-4.2	-2.9	-4.7	11.5	-0.9	-1.0
CCOC(=O)c1[nH]c(=O)[nH]c1CSCCO	0.4	-2.7	0.1	-5.0	-11.4	-9.3	-0.2	0.0	-0.4
CN1C(=O)/C(=C2/C=CC=CN2C)OC1=S	-0.7	8.4	4.0	-16.7	-13.3	3.9	6.3	0.0	4.7
Cc1nc2ncnn2c(C)c1Cc1c(Cl)cccc1Cl	-2.4	nt	2.6	-18.1	-1.1	-14.3[fluorescence artefact?]	-0.6	-1.4	-0.2
Cc1ccc(N2CC(C(=O)NCc3ccc(C)n3C)CC2=O)cc1 (centres undefined)	4.5	-3.9	-7.7	-4.3	2.2	-10.4	4.1	-0.6	-1.5
COc1ccc(N2CCN(CCC3Oc4cc([N+](=O)[O-])ccc4NC3=O)CC2)cc1 (centres undefined)	-0.4	-11.3	-0.7	-1.0	-0.3	0.4	-26.1	-0.4	-1.4
O=C(COC(=O)c1ccccc1NS(=O)(=O)c1cccs1)NCC12CC3CC(CC(C3)C1)C2	4.7	-3.6	4.5	5.8	-31.1	-4.6	10.6	0.8	2.4
Cc1nc2ccc(S(=O)(=O)NCC(=O)Nc3cccc(F)c3)cc2s1	28.0	-11.4	1.0	-1.5	0.1	-6.5	-3.3	4.1	2.0
CNC(=S)N(CCc1c(C)[nH]c2ccc(C)cc12)Cc1cc(OC)c(OC)c(OC)c1	4.2	nt	0.6	7.0	-6.6	0.3[fluorescence artefact?]	-2.1	nt	0.2

Next section
Compound	Hck-Nef inh	MDM2 E3 inh	Runt-SMMHC FRET	EBV gp42 block	NCF1 inh	14-3-3 Bad inh	Tb hexokinase	zVAD death inh	Runt-CBFb FRET
Cc1sc2ncn(CC(=O)NCCc3ccccc3)c(=O)c2c1C	0.9	-3.8	0.3	-2.7	-5.0	-4.2	-8.5	-1.1	3.1
COC(=O)c1sc(S(=O)(=O)NCc2cccs2)c(C(=O)OC)c1C	7.4	6.3	2.7	-14.7	1.8	6.1	1.5	-0.2	-3.0
O=C(NCCCO)C(=O)NCc1ccncc1	-2.9	5.4	1.7	-2.0	-6.8	-9.5	2.6	0.3	-1.0
CCc1nnc(NC(=O)CSc2nccn2-c2ccccc2)s1	-8.7	-7.7	-0.8	0.1	-7.6	-3.3	-5.0	nt	-3.4
NC(=O)N[C@@H](Cc1c[nH]c2ccccc12)C(=O)OCC(=O)N1CCCCC1	-22.4	-87.3	0.7	0.0	-6.8	3.0	7.8	-0.3	-0.8
CCN(C)c1ccc(/C=N\n2nnnc2N)cc1	54.2*	4.1	53.9*	-1.2	-6.0	-10.7	-14.9	1.6	20.6
Cc1ccsc1-c1nc(CN2CCCC2c2ccc(F)cc2)c(C)o1 (centres undefined)	18.8	-9.1	-5.4	-26.8	-87.1	-4.6	-4.2	-0.7	-2.8
Cc1c(CN(C)C(=O)c2sc3cc(Cl)ccc3c2Cl)cnn1C	-0.2	8.0	-3.1	-5.2	-12.1	1.8	0.2	0.4	nt
O=C(O)C12CC3CC(C1)CC(n1ncc(NCc4ccco4)c(Cl)c1=O)(C3)C2	-0.1	-14.3	-5.1	2.2	-5.0	3.9	-9.7	-0.6	2.3
Cc1nc(-c2nnc(-c3ccccc3)o2)c(C(F)(F)F)o1	13.6	-17.0	-2.3	-13.1	2.6	-5.6	-6.1	0.2	0.6
CCCN(CC(=O)Nc1ccc(C(N)=O)cc1)CC(=O)Nc1ccc(Cl)cc1Cl	4.1	-12.8	-2.0	-11.8	-17.2	0.9[fluorescence artefact?]	-4.7	0.3	-3.6
CCOc1ccc(NC(=S)NCCN2CCN(Cc3ccccc3)CC2)cc1	23.2	-1.7	1.2	-9.2	-2.4	-22.1	-3.5	-0.8	-0.5

Later entries.
Compound	Hck-Nef inh	MDM2 E3 inh	Runt-SMMHC FRET	EBV gp42 block	NCF1 inh	14-3-3 Bad inh	Tb hexokinase	zVAD death inh	Runt-CBFb FRET
O=C(NCCNS(=O)(=O)c1ccccc1)N1CCOCC1	0.8	4.9	1.3	-8.8	-2.2	3.7[fluorescence artefact?]	1.4	-0.1	-1.0
COC(=O)c1ccc(CN(c2ccc(C)cc2)S(=O)(=O)c2ccc3c(c2)OCCO3)o1	0.0	-7.1	-9.9	-1.2	4.8	-9.7	9.0	1.2	-3.0
CCCN1C=CC(=C2C(=O)c3ccccc3C2=O)C=C1	16.4	-84.1	1.4	-0.1	-7.2	9.5	-8.5	38.8	2.3
O=C(CSc1nc2ccccc2o1)N1CCN(c2ccc(Cl)cc2)CC1	-0.1	-15.1	-2.7	-21.1	-12.2	1.6	-1.6	-0.2	1.5
Cc1ccc(OCC(=O)O/N=C(\N)c2cccnc2)cc1	17.3	-4.3	-0.1	-4.4	-5.1	5.1	1.8	-1.3	-0.4
CC(C)(C)C(=O)Nc1ccccc1C(=O)NCc1cccnc1	3.5	-16.6	-0.6	-11.5	-8.9	3.6	-7.1	-0.6	-0.2
Cc1cccc(-c2noc(CN(C(=O)C34CC5CC(CC(C5)C3)C4)C(C)C)n2)c1	7.9	-10.8	2.9	8.9	8.8	-6.9	7.2	0.2	-2.6
CCSc1nnc(NC(=O)[C@@H](NC(=O)c2cc(OC)cc(OC)c2)C(C)C)s1	20.9	-8.9	2.0	-1.5	-3.6	-6.4	-10.7	3.3	-2.3
Cc1cc(C)nc(SCc2n[nH]c(=S)n2C)n1	0.5	3.6	14.5	-3.1	-7.3	-16.0[fluorescence artefact?]	1.5	0.1	6.5
Cc1ccc(SCCC(=O)NCCSCc2ccco2)cc1	-10.2	-10.5	0.1	-7.2	-3.2	0.3	1.3	1.7	3.3
COc1ccc2c(c1)CC/C2=N\OC(=O)c1ccccc1OC	9.9	-3.4	2.4	3.7	-3.9	-3.6	1.5	0.9	-4.2
CC(=O)c1cn(Cc2ccccc2)c(=O)[nH]c1=O	-1.8	-14.8	8.9	-14.6	-0.9	0.2	-3.4	1.6	1.8

Other records
Compound	Hck-Nef inh	MDM2 E3 inh	Runt-SMMHC FRET	EBV gp42 block	NCF1 inh	14-3-3 Bad inh	Tb hexokinase	zVAD death inh	Runt-CBFb FRET
COc1ccc(NC(=O)CSc2nnc(CNC(=O)COc3ccc(Cl)cc3)o2)cc1	26.6	-8.2	4.2	4.3	-7.2	-14.5	-4.9	0.0	-2.9
CCC(C(=O)Nc1nnc(-c2ccco2)s1)c1ccccc1 (centres undefined)	1.3	-11.1	3.0	-20.8	-20.8	4.6[fluorescence artefact?]	-16.4	2.2	8.3
CC1(OC(=O)C2CCCC2)C(=O)C=C2C=C(c3ccsc3)N(C3CCCC3)C=C2C1=O (centres undefined)	16.7	0.2	6.2	-16.3	-3.8	-1.5	-29.5	-0.6	4.1
COC(=O)/C(C#N)=C1/C=Cc2ccccc2N1C	4.6	2.3	-2.0	-19.3	-8.2	1.9	-4.5	0.4	-2.2
COc1ccccc1CNC(=O)c1csc2c1CCCC2	10.9	-11.2	-1.2	-8.5	1.8	-6.8	1.4	4.3	-1.3
O=C(NC(=S)Nc1ccc(CN2CCOCC2)cc1)c1ccc([N+](=O)[O-])cc1	3.3	-14.3	-1.6	-30.9	-12.5	-2.8[fluorescence artefact?]	-10.2	0.5	4.1
FC(F)Sc1ccc(NC(=S)NC2CCC(NC(=S)Nc3ccc(SC(F)F)cc3)CC2)cc1 (centres undefined)	-0.5	-15.0	-4.9	-2.4	-1.5	-19.0[fluorescence artefact?]	-22.0	1.5	1.9
Cc1cccc(-n2c(SCC(=O)N3CCCC3)nc3n[nH]c(C)c3c2=N)c1	-1.3	nt	2.0	-10.5	-8.7	-1.9	-0.9	0.0	-4.4
Cc1noc2ncnc(Oc3ccccc3Cl)c12	-0.7	-3.4	-3.9	4.2	1.9	-1.3	1.4	0.2	0.3
S=C(Nc1ccccc1Cl)N(Cc1ccccc1)Cc1cccnc1	-5.6	-12.4	3.8	-0.8	3.6	-2.0	11.2	0.0	-0.4
C/C(=N/NS(=O)(=O)c1ccc(Br)cc1)c1ccc(C)o1	2.5	-5.6	-7.8	-12.9	17.5	1.9	-2.9	0.4	-1.7
O=C(CSc1cc([N+](=O)[O-])cc(S(=O)(=O)Cc2ccccc2)c1)NC1CC1	9.1	10.5	4.6	-0.6	-4.2	-0.8	25.0	1.5	15.3
Cc1cccc(-n2ncc3c(NCCN4CCOCC4)ncnc32)c1	2.7	-1.4	-3.0	-19.5	-3.6	-12.3[fluorescence artefact?]	-5.9	2.5	nt
